# Screens: PubChem, National Center for Advancing Translational Sciences (NCATS)
# ERG-DNA inh: blocks human ERG Ets domain binding to DNA. P11308. fluorescence polarization, His-ERG Ets domain / labelled DNA. Potency, µM (titrated, usually from 76.9 µM), without a hit: top-dose FP activity, negative = inhibition, actives largely listed as inhibitors. hit rate 0.028% among 370,000. AID 624246; active = well fitted inhibition curve with a large enough effect in the polarisation, with a control signal flat; inconclusive = small, poorly fitted or top-dose-only effect, or effect the other way, or a change in a side signal; inactive = no such curve, though single readings can be large or run the other way; the % refers to the polarisation;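 note: polarization taken with two DNA probes labelled with fluorescein and Texas red; potency is the fitted concentration of half-maximal effect; % of control where 0% means no effect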
#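 His-tagged ERG Ets domain (1 uM in the protein solution; 300mM KCl, 50mM Tris-HCl, 1mM EDTA, 1mM DTT, pH 7.5) received compound, then a probe mix of 5 nM fluorescein-DNA and 100nM Texas-615-DNA. Fluorescence polarization was read for both dyes.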
# Pol kappa inh: blocks human DNA polymerase kappa activity | Q9UBT6 | purified Pol kappa, fluorescent DNA synthesis assay, 10 min | Potency, µM (highest dose often 107 µM), without a hit: at the highest dose activity, negative = inhibition, hits mostly inhibitors | hit rate 0.53% among 400,000 | AID 588579; note: potency is the fitted concentration of half-maximal effect; % is set by controls: 0 for no effect and ±100 for the full control effect
#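 50 nM final substrate added after 15 min RT preincubation of 10 nM Pol kappa with compound; fluorescence read at 0 and 10 min.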
# POLB inh: blocks human DNA polymerase beta activity; P06746; Pol beta primer extension/strand displacement, fluorescence kinetic; Potency, µM (highest dose often 114 µM), inactives show top-dose activity change, negative = inhibition, most hits filed as inhibitors; hit rate 1.3% among 340,000; note: potency is the fitted concentration of half-maximal effect; % is set by controls: 0 for no effect and ±100 for the full control effect
#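 Enzyme-only controls used 10 nM Pol beta; buffer lacking enzyme served as negative control. Compound preincubated 15 min, then 50 nM substrate added; 0 and 10 min reads at room temperature.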
# Pol iota inh: inhibitors of human DNA polymerase iota; Q9UNA4; Pol iota fluorescent replication assay, 10 min; Potency, µM (highest dose often 115 µM), inactives show at the top dose activity, negative = inhibition, hits mostly inhibitors; hit rate 1% among 390,000; AID 588590; note: potency is the fitted concentration of half-maximal effect
#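 Pol iota at 10 nM preincubated 15 min with compounds at room temperature; reaction started with fluorescent substrate, 50 nM final. Fluorescence read kinetically at 0 and 10 min; buffer-only wells as negative control.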
# TRHR agonist: activates the human TRH receptor | P34981 | TRHR cells, calcium flux fluo-8, FDSS agonist mode | activation, % at 2 µM | hit rate 0.18% among 360,000 | AID 493084; in the data active = activation above about 30%; note: 0% is about no effect
# Target sequence (P34981 whole entry, looked up): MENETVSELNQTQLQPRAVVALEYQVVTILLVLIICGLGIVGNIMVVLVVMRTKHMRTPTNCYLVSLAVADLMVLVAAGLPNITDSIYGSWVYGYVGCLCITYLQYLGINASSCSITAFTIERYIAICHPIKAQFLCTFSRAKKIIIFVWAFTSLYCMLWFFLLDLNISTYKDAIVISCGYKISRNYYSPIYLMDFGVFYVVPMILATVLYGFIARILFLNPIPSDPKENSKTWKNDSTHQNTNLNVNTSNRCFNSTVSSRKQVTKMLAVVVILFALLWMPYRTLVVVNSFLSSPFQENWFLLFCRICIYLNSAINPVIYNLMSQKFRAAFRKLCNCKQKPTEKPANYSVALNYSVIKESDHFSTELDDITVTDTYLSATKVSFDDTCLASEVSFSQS
#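 TRHR-expressing cells loaded with fluo-8 calcium dye; 23 nL library compound pin-transferred, kinetic FDSS fluorescence (Ex 480/Em 530) recorded about 180 s for agonist-induced calcium release, before a 10 nM TRH EC20 addition for potentiator mode.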
# Apoferritin bind: binds horse apoferritin like a general anesthetic; P02791; apoferritin/1-aminoanthracene competitive binding, fluorescence; Potency, µM (top dose mostly 77.5 µM), without a hit: top-dose activity change, negative = displacement, actives largely listed as inhibitors; hit rate 0.074% among 350,000; AID 485281; note: potency is the fitted concentration of half-maximal effect; % is set by controls: 0 for no effect and ±100 for the full control effect; nearly all actives have a fitted effect of over 20% in size
#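 Apoferritin-based anesthetic binding model; compound displacement of fluorescent 1-AMA measured as endpoint fluorescence after 10 minutes at room temperature, scaled to free-ligand and complex controls.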
# APEX1 inh: inhibitors of human APE1 endonuclease; recombinant APE1, TAMRA/BHQ-2 abasic DNA cleavage fluorescence; Potency, µM (titrated, usually from 65.8 µM), for the others: top-dose activity change, negative = inhibition, usual class: inhibitors; hit rate 0.35% among 350,000;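 note: potency is the fitted concentration of half-maximal effect; plate controls were vehicle for no effect and reference inhibitor for full effect; nearly all actives have a fitted effect of over 55% in size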
#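 Readout is kinetic fluorescence (ex 525, em 598 nm) from cleavage of 50 nM TAMRA/BHQ-2 THF abasic duplex by 0.75 nM APE1, compound added 15 min beforehand at RT.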
# BLM inh: blocks DNA unwinding by human BLM helicase; P54132; recombinant BLM DNA unwinding, fluorescence dequenching; Potency, µM (series often up to 56.1 µM), for the others: top-dose activity change, negative = inhibition, actives largely listed as inhibitors; hit rate 0.2% among 350,000;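 note: potency is the fitted concentration of half-maximal effect; plate controls were vehicle for no effect and no enzyme for full effect; nearly all actives have a fitted effect of over 35% in size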
# ALOX12 inh: ALOX12 (human) lipoxygenase inhibition. Potency, µM (series often up to 108 µM), for the others: at the top dose activity change, negative = inhibition, usual class: inhibitors. AID 1671190. purified 12hLO, xylenol orange hydroperoxide absorbance. hit rate 1.1% among 580,000. P18054; note: potency is the fitted concentration of half-maximal effect; % is set by controls: 0 for no effect and ±100 for the full control effect
# Target sequence (P18054 whole entry, looked up): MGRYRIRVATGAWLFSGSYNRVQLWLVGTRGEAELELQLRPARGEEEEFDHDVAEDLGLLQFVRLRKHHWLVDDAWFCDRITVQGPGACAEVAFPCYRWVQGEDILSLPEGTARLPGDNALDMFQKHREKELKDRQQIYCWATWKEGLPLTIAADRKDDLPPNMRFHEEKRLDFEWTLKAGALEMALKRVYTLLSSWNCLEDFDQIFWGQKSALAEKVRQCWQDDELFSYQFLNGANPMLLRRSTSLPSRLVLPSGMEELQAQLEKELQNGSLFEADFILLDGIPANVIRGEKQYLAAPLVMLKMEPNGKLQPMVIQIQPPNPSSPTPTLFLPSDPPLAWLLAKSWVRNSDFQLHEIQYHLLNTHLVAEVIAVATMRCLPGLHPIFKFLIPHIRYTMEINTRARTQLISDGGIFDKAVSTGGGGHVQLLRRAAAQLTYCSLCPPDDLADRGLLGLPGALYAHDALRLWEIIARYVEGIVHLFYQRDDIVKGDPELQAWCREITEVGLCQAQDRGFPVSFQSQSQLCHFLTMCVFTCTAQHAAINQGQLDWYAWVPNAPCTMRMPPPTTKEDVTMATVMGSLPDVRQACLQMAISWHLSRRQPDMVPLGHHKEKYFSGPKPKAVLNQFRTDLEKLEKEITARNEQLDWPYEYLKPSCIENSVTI
#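 Purified human 12hLO at 150 nM in 25 mM Hepes, 0.01% Triton X-100, pH 7.0, preincubated 15 min at room temperature with compound. Reaction started with 40 uM arachidonic acid, 30 min at room temperature. Hydroperoxide measured by Fe-xylenol orange, 573/405 nm absorbance ratio.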
# Active calls of the source: *; ? = inconclusive; . = no result given; & = joins results of further samples; [ ] = another dose, or the depositor's remark. Unless noted, calls come from the whole dose curve; as a rule, active = well fitted curve in the direction sought with a large enough effect; inconclusive = small, poorly fitted or top-dose-only effect, or another doubt; inactive = no such curve, though single readings can be large; an effect the other way counts as inactive or inconclusive.
No.	TRHR agonist	POLB inh	ALOX12 inh	BLM inh	Pol iota inh	APEX1 inh	ERG-DNA inh	Pol kappa inh	Apoferritin bind	Compound
1	.	.	4%[57.4 µM]	2%	.	5%	.	1%[60.1 µM]	.	CS(=O)(=O)N1CCC[C@@]2(CCN(Cc3ccccc3)C2)C1
2	0.0	82%	1%	2%	-14%	-4%	-7%	-4%[60.1 µM]	-3%	CCOc1ncccc1C(=O)NCCN1C(=O)S/C(=C/c2cccs2)C1=O
3	0.2	1%	2%&-1%	-5%	109%[activator]	-1%	3%	-1%	-20%	O=C(NCc1ccccc1Cl)c1cc2ccccc2oc1=O
4	.	.	-5%	.	16%	5%	-2%	-1%	.	O=C1CN(S(=O)(=O)c2ccc(F)cc2)CCN1
5	-0.8	.	124%[activator]	.	17%	4%	-2%	-24%	.	CC(C)(C)c1cc(CCC(=O)NNC(=O)c2ccncc2)cc(C(C)(C)C)c1O
6	0.7	25%	5%	6%	17%	.	-1%	-3%[60.1 µM]	-1%	COc1cc(SC)ccc1C(=O)Nc1ccc(S(=O)(=O)Nc2nccc(C)n2)cc1
7	0.1	.	-15%	.	?	-2%	16%	-29%	.	NC(=O)c1ccsc1NC(=O)COC(=O)c1ccc(Cl)c(N)c1
8	-0.2	21%	5%	-2%	-2%	.	-1%	-15%	-10%	CCCCn1cnc2cc(NC(=O)c3cc(OC)c(OC)c(OC)c3)ccc21
9	0.1	.	-15%	.	16%	-8%	-4%	-9%	.	COCCN(C(=O)COC(=O)C1CC1C)c1c(N)n(Cc2ccccc2)c(=O)[nH]c1=O (stereo not drawn)
10	0.2	0%	-23%	-6%	-7%	.	-4%	-10%	-6%	CCc1nnc(SCc2ccc(OC)cc2)c2cc3sc(C)cc3n12

# Next part:
No.	TRHR agonist	POLB inh	ALOX12 inh	BLM inh	Pol iota inh	APEX1 inh	ERG-DNA inh	Pol kappa inh	Apoferritin bind	Compound
11	.	.	1%	.	-3%	.	11%	-13%	.	CCN1C[C@@H]2[C@@H]3C(=O)N(C)C(=O)[C@@H]3[C@](CC)(C1=O)N2C(=O)c1ccc(C)cc1
12	0.0	24%	4%	-5%	-9%	.	4%	1%	-3%	CCOc1ccc2nc(N3CCCC(C(=O)NCCc4ccc(C)cc4)C3)sc2c1 (stereo not drawn)
13	-1.3	12%	13%	-3%	?	46%[activator]	-10%	-10%	-12%	Cc1ccc(NS(=O)(=O)c2cccc3nsnc23)cc1[N+](=O)[O-]
14	0.3	?	-4%	-14%	?	2%	4%	2%	2%	C/C(=N\NC(=O)c1ccc(OC2OCCOC2Oc2ccc(C(=O)N/N=C(\C)c3ccncc3)cc2)cc1)c1ccncc1 (stereo not drawn)
15	-0.1	21%	33%[activator]	-3%	22%	-8%	6%	-1%	-3%	Cc1nnsc1Sc1ccccc1C(=O)O
16	-0.6	-1%	17%	-7%	-6%	1%	.	-18%	-18%	COCCN(C(=O)Cc1cccs1)C(C(=O)NCc1ccc(OC)cc1)c1ccc(C)cc1 (stereo not drawn)
17	0.5	1%	.	-16%	12%	16%	0%	-13%	?	CC(C)(C)c1ccc(OCCC(=O)Nc2cccc(S(=O)(=O)N3CCOCC3)c2)cc1
18	5.1	15%	?	-5%	10%	-17%	-4%	0%	-7%	CC(=O)Oc1cccc(N2C(=O)c3cccc4c([N+](=O)[O-])ccc(c34)C2=O)c1
19	0.3	0%	-22%	-6%	-10%	.	-1%	1%	-8%	CC(C)(C)C1CCc2c(sc(NC(=O)c3cccc(Cl)c3)c2C(N)=O)C1 (stereo not drawn)
20	-1.0	-4%	?	0%	-1%	.	7%	-3%	58%[activator]	COCc1cc(C)nc2sc3c(c12)NC(c1ccccc1C(=O)O)N(c1cccc(C(F)(F)F)c1)C3=O (stereo not drawn)

# Additional structures follow:
No.	TRHR agonist	POLB inh	ALOX12 inh	BLM inh	Pol iota inh	APEX1 inh	ERG-DNA inh	Pol kappa inh	Apoferritin bind	Compound
21	-1.5	21%	0%	-4%	-6%	66%[activator]	17%	-3%	-6%	CCCCn1c(-c2ccc(OC(F)F)cc2)nc2c1c(=O)[nH]c(=O)n2CC(C)C
22	1.5	-1%	-64%	-3%	35%[activator]	14%	3%	-4%	-15%	O=C(C1=C(O)C(=O)N(CCN2CCOCC2)C1c1ccncc1)c1ccco1 (stereo not drawn)
23	0.2	.	-3%	.	22%	20%	-7%	-9%	.	COc1cc(S(=O)(=O)Nc2ccccc2C(=O)N2CCCC2)ccc1NC(C)=O
24	-0.4	4%	-14%	-8%	-2%	?	-10%	-12%	-5%	Cc1ccn2c(C(=O)N/N=C\c3ccc4c(c3)OCO4)c(C)nc2c1
25	-0.1	?	0%	-2%	18µM*	-1%	-16%	-9%	-3%	COC(=O)c1ccc(OC(=O)c2ccccn2)cc1
26	0.5	19%	0%	-6%	-16%	12%	-1%	-7%	-4%	COCc1ccc2oc(C(=O)O)cc2c1
27	0.1	.	-21%	.	14%	17%	1%	1%	.	Cc1ccc(S(=O)(=O)N2[C@@H](c3ccccc3F)C(C(=O)O)=CC[C@H]2c2cccc(Cl)c2)cc1
28	-1.0	-5%	-11%	-2%	-5%	-9%	-5%	-11%	-24%	O=C(COc1ncnc2sccc12)N1CCN(S(=O)(=O)c2ccc(Cl)cc2)CC1
29	0.0	-4%	6%	-1%	8%	0%	.	-2%	-10%	O=C(N/N=C/c1cnc2ccccc2n1)c1cccc(F)c1
30	-0.9	20%	-14%	0%	-17%	2%	2%	-7%	0%	O=C(Nc1cccc2ccccc12)c1ccc([N+](=O)[O-])s1

# Following part
No.	TRHR agonist	POLB inh	ALOX12 inh	BLM inh	Pol iota inh	APEX1 inh	ERG-DNA inh	Pol kappa inh	Apoferritin bind	Compound
31	1.2&0.2	-1%&47%	-1%&-23%	-1%&-3%	?	8%	-3%&2%	-16%&-5%	-18%&8%	COc1cccc(-c2nc(CS(=O)(=O)CC(=O)NCCCc3ccccc3)c(C)o2)c1
32	-0.4	12%	0%	0%	27%	14%	0%	-7%	-18%	COc1ccc(C(=O)C2CCCN(C(=O)c3ccc(CSC)o3)C2)cc1F (stereo not drawn)
33	0.4	20%	2%	2%	110%[activator]	11%	15%	1%	12%	COC(=O)c1c(C)[nH]c(C(=O)NCCc2ccc(S(N)(=O)=O)cc2)c1C
34	-0.8	-18%	-3%	-7%	3%	3%	.	-6%	-1%	COCCN1C=C(C(=O)OC)C(c2ccc3c(c2)OCO3)C(C(=O)OC)=C1
35	0.2	1%	4%	-4%	52%[activator]	20%	-15%	-3%	-13%	CCC(=O)N(Cc1cc2cc(OC)ccc2[nH]c1=O)c1ccc(C)cc1
36	-0.1	0%	11%	1%	2%	13%	8%	0%	3%	CC(=O)Nc1sc(C)c(C)c1C(=O)OC1CCOC1=O (stereo not drawn)
37	-0.1	25%	0%	-2%	-3%	4%	4%	2%	-11%	COc1ccc(N2CCN(C(=O)CCc3ccc(S(=O)(=O)NC(C)(C)C)cc3)CC2)cc1
38	-0.4	.	?	.	36%[activator]	35%	-4%	-14%	.	Cc1ccccc1OCCC(=O)Nc1ccc(S(=O)(=O)N(C)C2CCN(C)CC2)cc1
39	-0.4	.	?	.	-10%	11%	-25%	-7%	.	COc1ccc(C(=O)c2c3ccccc3[n+]([O-])n2Cc2ccc(C(N)=O)cc2)cc1
40	0.8	-1%	-6%	-1%	2%	.	2%	-14%	-1%	CCOC(=O)c1ccccc1NC(=O)N1CC(C)Oc2ccc(C)cc21 (stereo not drawn)

# Continued:
No.	TRHR agonist	POLB inh	ALOX12 inh	BLM inh	Pol iota inh	APEX1 inh	ERG-DNA inh	Pol kappa inh	Apoferritin bind	Compound
41	0.1	-9%	2%	-6%	4%	-3%	2%	-12%	-6%	CS(=O)(=O)c1ccc(Sc2nc3ccccc3[nH]2)c([N+](=O)[O-])c1
42	0.5	8%	5%	2%	79%[activator]	-8%	-6%	-12%	-17%	COCC(=O)NC1CCN(CC(=O)Nc2ccccc2[N+](=O)[O-])CC1
43	-0.4	.	-10%	.	21%	22%	0%	-5%	.	O=C(NCCS(=O)(=O)N1CCN(c2ccccc2F)CC1)c1ccc(F)c(F)c1
44	-1.6	-2%	?	-4%	15%	.	-7%	-6%	-8%	CCc1nc2ccccc2n2c(-c3ccccc3)c3c(=O)n(C)c(=O)n(C)c3c12
45	0.7	11%	157%[activator]	-2%	1%	0%	6%	-1%	-6%	COc1ccc(CN2CCN(C(=O)c3ccco3)CC2)cc1
46	1.0	1%	?	-5%	10%	?	-12%	3%	-6%	Cc1cc(=O)c(C(=O)O)cn1Nc1ccc(F)cc1
47	0.7	6%	0%	3%	7%	8%	-16%	-11%	-7%	Cc1onc(-c2c(Cl)cccc2Cl)c1C(=O)Nn1cnnc1

# Full records from above. Order of values: TRHR agonist	POLB inh	ALOX12 inh	BLM inh	Pol iota inh	APEX1 inh	ERG-DNA inh	Pol kappa inh	Apoferritin bind
# Listed for `COc1ccc(CN2CCN(C(=O)c3ccco3)CC2)cc1` : 0.7	11%	157%[activator]	-2%	1%	0%	6%	-1%	-6%
# Listed for `O=C(NCCS(=O)(=O)N1CCN(c2ccccc2F)CC1)c1ccc(F)c(F)c1` : -0.4	.	-10%	.	21%	22%	0%	-5%	.
# Listed for `CS(=O)(=O)c1ccc(Sc2nc3ccccc3[nH]2)c([N+](=O)[O-])c1` : 0.1	-9%	2%	-6%	4%	-3%	2%	-12%	-6%
# Listed for `Cc1onc(-c2c(Cl)cccc2Cl)c1C(=O)Nn1cnnc1` : 0.7	6%	0%	3%	7%	8%	-16%	-11%	-7%
# Listed for `COCC(=O)NC1CCN(CC(=O)Nc2ccccc2[N+](=O)[O-])CC1` : 0.5	8%	5%	2%	79%[activator]	-8%	-6%	-12%	-17%

# Some of the compounds tested; count on the stated rates, not on these rows.
